Source: PubChem
H9c2 TAG inh: reduces triacylglycerol accumulation in H9c2 cells; Nile Red lipid (TAG) fluorescence; cells loaded with 200 µM oleic acid; inhibition, % at 12.5 µM; 230,000 compounds, 0.66% hits;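 active = pattern-corrected inhibition of lipid staining of at least 50% with the nuclear-stain viability signal not falling by more than 50%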;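 also: 0% = DMSO wells and 100% = triacsin C control wells; some results filed as inactive read as strong as hits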
H9c2 TAG inh DAPI viability: further read-out of H9c2 TAG inh, marked with its call; DAPI nuclei signal change (viability), lower = more cytotoxic, %;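 whole-well DAPI fluorescence read on a plate reader as a viability signal; minus 50 percent equals half of cells still viable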
Numbers without * were called inactive. Not all compounds are listed; rates above refer to the full screens.

Values run as follows: H9c2 TAG inh DAPI viability, H9c2 TAG inh
- O=C(Cc1cccc(NC(=O)C2CCCN(C(=O)C3CC3)C2)c1)Nc1ccc(C(=O)N2CCCCC2)cc1 (configuration not stated)
→ -11, 13
- CC12CCC(C(=NO)C1=O)C2(C)C (configuration not stated)
→ -6, 5
- CNC(=O)N/N=C(\N)c1ccccn1
→ -6, 8
- CC(C)(C)OC(=O)NCCCCCNC(=O)c1[nH]cnc1C(=O)Nc1cc(Br)ccc1F
→ 8, 13
- Cc1cnc(C(=O)Nc2ccc(N3CCCCC3)cc2)cn1
→ -17, -1
- CN(CC(=O)NCC1CCCO1)S(=O)(=O)c1ccc2ccccc2c1 (configuration not stated)
→ 8, 2
- CCOC(=O)CN(C(=O)CNC(=O)c1cccs1)C(C(=O)NC1CCCCC1)c1cccnc1 (configuration not stated)
→ -16, 27
- CC(C)Cn1c(SC(C)C(=O)Nc2ccc(N3CCOCC3)cc2)nc2ccccc21 (configuration not stated)
→ -9, 3
- COc1cc(CCCN2C(=O)C(=O)NC[C@@H]2C(C)O)cc(OC)c1OC (some centres not stated)
→ -5, -2
- O=C(/C=C/c1ccccc1)Nc1cccc(C(=O)NC2CC2)c1
→ 1, -1
- CC(=O)c1c(C)[nH]c(C(=O)Nc2nccs2)c1C
→ -1, 15
- O=C(Nc1ccc2c(c1)CCC2)Nc1ccccc1Cl
→ 2, 11
- O=[N+]([O-])c1ccc(COc2ncnc3ccccc23)cc1
→ 4, 3
- COc1ccc(Cl)cc1NC(=O)CN(C)CC(=O)Nc1ccc(Br)cc1
→ 6, 2
- O=C(Oc1ccccc1C(=O)Oc1ccccc1)c1cccnc1
→ -6, 6

Next compounds follow:
Values run as follows: H9c2 TAG inh DAPI viability, H9c2 TAG inh
- Cc1ccc(N(CC(=O)Nc2c(C)n(C)n(-c3ccccc3)c2=O)S(C)(=O)=O)cc1C
→ 6, -1
- O=C(Nc1ccccc1)c1nc[nH]c1C(=O)NCCCCNC(=O)c1[nH]cnc1C(=O)Nc1ccccc1
→ 8, 21
- COc1cccc(-c2cc(C(=O)Nc3c(C)n(C)n(-c4ccccc4)c3=O)no2)c1
→ -3, 8
- N#C/C(=N\Nc1ccc(Cl)cc1)C(=O)c1ccsc1
→ -2, -12
- CC(C)=CCC/C(C)=C/CNC(=O)C[C@H]1C[C@H](C(=O)N2CCCCC2)[C@@]2(CCc3ccccc3)c3[nH]c4cc(CCC(=O)N(C)C)ccc4c3CCN2C1=O
→ -4, 1
- COc1ccc(CC(=O)OCC(=O)Nc2ccc3[nH]c(=O)[nH]c3c2)cc1OC
→ 8, -7
- O=C(CCN1C(=O)c2ccccc2C1=O)OCn1nnc2ccccc2c1=O
→ -7, 6
- CCOC(=O)c1c(NC(=O)CSc2nnc(C)o2)sc(C)c1C
→ 8, -12
- O=C(NCCc1ccco1)C(=O)NCCC1CCCCN1S(=O)(=O)c1ccccc1 (configuration not stated)
→ -5, 9
- CCO[C@H]1OC(C(=O)N2CCN(C)CC2)=C[C@@H](c2csc3ccccc23)[C@@H]1CCCO
→ 8, 6
- CCOCC(=O)Nc1cccc(OC)c1
→ 3, -6
- COc1ccc(CC(=O)OCC(=O)NC2CCCC(C)C2C)cc1OC (configuration not stated)
→ 11, 3
- O=C(CN1CCN(c2ccccc2O)CC1)Nc1ccc2c(c1)OCCCO2
→ 0, -16
- COCC(=O)Nc1cc(=O)n(C)c(=O)n1C
→ -1, -8
- CCN(CC(=O)Nc1c(F)cccc1F)C(=O)/C=C/c1ccc(C)o1
→ 5, 9

Continued.
Values run as follows: H9c2 TAG inh DAPI viability, H9c2 TAG inh
- Cc1ccccc1OCC(=O)OCC(=O)c1ccc[nH]1
→ -3, -3
- Cc1ccc(C(=O)NCCCN2CCOCC2)cc1
→ 1, 7
- C=CCN(Cc1cc(OC)ccc1OC)S(=O)(=O)N(C)C
→ -4, -18
- COC(=O)c1cc(S(=O)(=O)n2nc(C)c(Br)c2C)c(Cl)cc1Cl
→ 0, -5
- CSc1n[nH]c(NC(=O)c2c(-c3c(Cl)cccc3Cl)noc2C)n1
→ 9, -15
- N#Cc1cc2c(nc1SCc1ccccc1)CCCCC2
→ 11, -27
- Cc1nn(-c2ccccc2)c(C)c1CN(C)C(=O)c1ccc(S(=O)(=O)NCc2ccco2)cc1
→ -6, 18
- CC(=O)c1ccc(NCC(=O)N2CCN(c3ccccc3)CC2)cc1
→ 4, -2
- Cc1ccc(-n2c(C)nnc2SCC(=O)NC2CCCC2)cc1
→ -1, 17
- O=C(CN(Cc1ccco1)C(=O)CNS(=O)(=O)c1ccc(F)cc1)NCCc1ccccc1
→ -12, 7
- O=C(O)CC(SCC(=O)Nc1ccc(S(=O)(=O)N2CCCC2)cc1)C(=O)O (configuration not stated)
→ 0, 16
- COc1ccc(C(=O)N/C(=C\c2ccc3c(c2)OCO3)C(=O)Nc2cccc(C(=O)O)c2)cc1
→ 0, 0
- COc1ccc(-c2nc(-c3ccccc3)ncc2S(C)(=O)=O)cc1
→ -9, 8
- COc1ccc(S(=O)(=O)N2CCCCC2c2cc(C(=O)Nc3ccc(OC)cc3C)no2)cc1 (configuration not stated)
→ -82, 104
- Cc1ccc2c(c1)C1CN(C)CCC1N2C(=S)Nc1ccc(OC(F)F)cc1 (configuration not stated)
→ 2, -8

Arranged by formula weight (highest first): some entries from above
Values run as follows: H9c2 TAG inh DAPI viability, H9c2 TAG inh
- COC(=O)c1cc(S(=O)(=O)n2nc(C)c(Br)c2C)c(Cl)cc1Cl
→ 0, -5
- CSc1n[nH]c(NC(=O)c2c(-c3c(Cl)cccc3Cl)noc2C)n1
→ 9, -15
- N#Cc1cc2c(nc1SCc1ccccc1)CCCCC2
→ 11, -27
- Cc1ccc(C(=O)NCCCN2CCOCC2)cc1
→ 1, 7

(listing goes on)
Values run as follows: H9c2 TAG inh DAPI viability, H9c2 TAG inh
- Cc1nc2ccc(C(=O)OCC(=O)N(C)c3ccccc3)cc2nc1C
→ -2, 3
- O=C(CCc1nnc(Cc2c[nH]c3ccccc23)o1)NCCC1CCCCO1 (configuration not stated)
→ 13, -10
- CC(=O)Nc1cc(-c2ccc(F)cc2)cn2c(-c3ccc(S(C)(=O)=O)cc3)cnc12
→ 10, 16
- O=C(CN(c1ccccc1)S(=O)(=O)c1ccccc1)N1CCOCC1
→ -9, -2
- Cc1cccc2c1N(C(=O)c1ccco1)C(C)(C)c1ssc(=S)c1-2
→ -6, -6
- Cc1cc(/C=C(\C#N)C(=O)NCc2ccco2)c(C)n1-c1cccnc1
→ 5, -21
- O=C(COc1ccc(-n2cnnn2)cc1)NCCc1ccc(F)cc1
→ 13, -13
- Cc1cccc(C(=O)NC(C(=O)Nc2nc(-c3ccccn3)cs2)C(C)C)c1 (configuration not stated)
→ -7, -2
- CC(=O)c1ccc(NC(=S)N2CCCCCC2)cc1
→ -4, 15
- CCC(C(=O)O)n1nc(-c2ccccc2)c2cc(Cl)ccc21 (configuration not stated)
→ 14, -11
- COc1ccc(S(=O)(=O)Nc2ccc3c(c2)C(=O)N([C@H](C)CO)C[C@@H](C)[C@@H](CN(C)S(=O)(=O)c2ccc(Cl)cc2)O3)cc1
→ 2, -21
- CN1CCN(C(=O)c2c(O)c3cccc4c3n(c2=O)CC4)CC1
→ 0, -8
- O=S(Cc1cc(Sc2ccccc2)nc(-c2ccccc2)n1)c1ccccc1 (configuration not stated)
→ 9, 5
- CC(C)NC(=O)N(C)C[C@@H]1OCc2cnnn2CCCC(=O)N([C@@H](C)CO)C[C@H]1C
→ 4, -6
- CC(=O)Nc1cc(-c2ccc(CO)cc2)cn2c(-c3ccc(F)c(Cl)c3)cnc12
→ 10, 3

Additional results follow:
Values run as follows: H9c2 TAG inh DAPI viability, H9c2 TAG inh
- Cc1nn(C)c(Cl)c1C(N)=O
→ -4, 11
- CCN(CC(=O)NCc1ccccn1)S(=O)(=O)c1cc(Cl)ccc1Cl
→ 2, -15
- O=C(O)CCNC(=O)c1ccc(Br)o1
→ 3, -14
- COc1ccc(CC(=O)N2CCCC(CNC(=O)c3ccccc3Cl)C2)cc1 (configuration not stated)
→ -5, 10
- Cc1ccc2nc(SCC(=O)Nc3ccc(C)c(Cl)c3)nc(=O)n2c1
→ -2, -3
- COc1ccc(NC(=O)COC(=O)CCSc2ccccc2)cc1
→ -5, 8
- C[C@H](NC(=O)c1ccccc1Cl)C(=O)OCC(=O)N1CCN(c2ccccc2)CC1
→ 1, -16
- COc1ccc(/C(N)=N/OC(=O)N2CCOCC2)cc1
→ -15, 16
- N#Cc1ccc(CSc2nnc(-c3cccnc3)o2)cc1
→ 5, 7
- CCN(CC)S(=O)(=O)c1ccc2c(c1)nc(SCC(=O)N1CCOCC1)n2-c1ccccc1OC
→ -9, 4
- COc1ccc(OC)c2sc(NC(=O)CCS(=O)(=O)c3ccccc3)nc12
→ -10, 14
- CC(C)(C)NC(=O)C(=O)NNC(=O)c1cccc([N+](=O)[O-])c1
→ 11, 6
- C=CCn1c(CCSCc2ccc(OC)c(C)c2)n[nH]c1=S
→ -5, -2
- O=C(CS(=O)(=O)c1ccccc1)Nc1ccc(S(=O)(=O)Nc2ccccn2)cc1
→ 0, 15
- Cc1ccc(S(=O)(=O)N2CCSCCSCCSCCSCC2)cc1
→ -2, -36

The list continues.
Values run as follows: H9c2 TAG inh DAPI viability, H9c2 TAG inh
- C=CCSC1=NC(N)=C(C#N)C2(CCCCC2)C1C(N)=O (configuration not stated)
→ -1, 0
- O=C(c1ccccc1)C1CC1c1ccccc1 (configuration not stated)
→ -4, 9
- Cc1cccc(CCNC(=O)C2CCC(CNS(=O)(=O)c3cccs3)CC2)c1 (configuration not stated)
→ -2, -5
- O=S(=O)(NC1CCCC1)c1cccc(S(=O)(=O)N2CCC(n3nnc4ccccc43)CC2)c1
→ 9, 5
- C[C@H]1CN=C(Nc2ccccc2)N1CCCC1CCCCC1
→ 8, 3
- CCCCN(CCCC)/C(N)=N/c1nc(C)cc(C)n1
→ -2, -16
- COc1cccc(NC(=O)c2ccccc2-c2nc(-c3ccccc3)no2)c1
→ -6, 26
- Nc1nc[nH]c(=O)c1N=Cc1ccccc1
→ 9, -10
- Cc1ccc(CSc2ccc(S(=O)(=O)N3CCOCC3)cn2)cc1
→ 4, -15
- CCOc1ccc(C(=O)Nc2ccccc2N2CCOCC2)cc1
→ 2, 0
- O=C(CSc1ccc(-c2ccccc2)nn1)NCC1CCCO1 (configuration not stated)
→ 4, -1
- COc1ccc(/C=N/NC(=O)c2ccc(COc3cccc4cccnc34)cc2)cc1OC
→ 10, 10
- Nc1cccc(-c2c[nH]c3ncc(-c4cccnc4)cc23)c1
→ 7, -18
- COc1cccc(S(=O)(=O)N(C)C[C@H]2Oc3cc(Br)ccc3S(=O)(=O)N([C@@H](C)CO)C[C@H]2C)c1
→ 0, -25
- O=C(C1CCN(S(=O)(=O)c2ccc(Br)s2)CC1)N1CCN(C2CCCCC2)CC1
→ -4, 0

The list continues.
Values run as follows: H9c2 TAG inh DAPI viability, H9c2 TAG inh
- CC1CC(C)CN(S(=O)(=O)c2ccc(NN)nc2)C1 (configuration not stated)
→ -10, -13
- CN1C(=O)CC(c2ccccc2)CC1=O
→ -1, -2
- O=C(CCNC(=O)c1ccc(Cl)cc1)Nc1ccc(S(=O)(=O)N2CCCCC2)cc1
→ -8, 0
- COc1ccc(S(=O)(=O)N2CCC(C(=O)N3CCCC3)CC2)cc1
→ 13, -7
- COc1ccc(/C=C2\C(=O)c3ccccc3OC2c2ccccc2)cc1 (configuration not stated)
→ -20, 10
- Cc1ccccc1OCCC(=O)OCC(=O)Nc1ccc(N2CCOCC2)cc1
→ -11, 9
- Cc1nn2c(NCc3cccnc3)c3c(nc2c1-c1ccccc1)CCC3
→ -5, 7
- O=C(Nc1cccc(C(=O)N2CCN(Cc3ccccc3)CC2)c1)c1ccccc1
→ -10, 16
- COC(=O)C(=Cc1ccc(-c2ccsc2C(=O)OC)o1)C(=O)OC
→ 0, 1
- CCCOc1ccc(C(=O)NCCCn2ccnc2)cc1
→ 1, 3
- CCOc1ccc(C(=O)N2CCN(S(=O)(=O)c3ccc4c(c3)OCCO4)CC2)cc1OCC
→ -16, 36
- CC(=O)Nc1ccc(N=Cc2ccc(OCc3ccccc3)cc2)cc1
→ 7, 5
- CC1(C(=O)NS(=O)(=O)c2cccc(F)c2)CCN1C(=O)CCC1CCCC1 (configuration not stated)
→ 0, 10
- O=C(CN(Cc1ccc2c(c1)OCO2)C(=O)CNS(=O)(=O)c1ccccc1)NCc1ccco1
→ -12, 12
- CCOc1ccc(NC(=O)Cn2nnc(-c3ccc(C(N)=O)cc3)n2)cc1S(=O)(=O)N1CCCC1
→ 13, 1

Going on with the list:
Values run as follows: H9c2 TAG inh DAPI viability, H9c2 TAG inh
- CSc1ncccc1C(=O)N1CCCC(CCC(=O)NCc2ccccc2F)C1 (configuration not stated)
→ 4, -10
- Cc1cc(O)c(N=Nc2ccc(C(=O)O)cc2)cc1C
→ 12, 5
- CCCCCOc1ccc(CN2CCOCC2)cc1Cl
→ 1, 22
- Cc1oc(-c2cccs2)cc1C(=O)N1CCC(C)(C(=O)NS(=O)(=O)C2CC2)C1 (configuration not stated)
→ -1, -1
- CCOc1ccc(OCCN2C(=O)c3ccccc3C2=O)cc1
→ -7, -2
- O=C(N/N=C/c1coc2ccc(Cl)cc2c1=O)c1ccncc1
→ -5, 7
- O=c1c(-c2ccc(O)cc2)coc2c([C@@H]3O[C@H](CO)[C@@H](O)[C@H](O)[C@H]3O)c(O)ccc12
→ -4, 10
- COC(=O)c1[nH]c2cccc(OC)c2c1NC(=O)CN1CCOCC1
→ 5, -23
- Cn1c(=O)c(C(=O)Nc2ccccn2)c(O)c2ccccc21
→ -1, -5
- O=c1c2c([nH]n1-c1ccccc1)CCCC2
→ -2, -12
- CCCCCCSc1cc(-c2nc3ccc(C)cn3c2NCCCC)ccc1OC
→ 173, 18
- CCN(CC)S(=O)(=O)c1ccc(C(=O)OCC(=O)NCc2ccco2)cc1
→ 0, 6
- COc1cc(C(O)P(=O)(OC(C)C)c2ccc(N(C)C)cc2)cc(OC)c1OC (configuration not stated)
→ 3, -7
- CCOc1ccc(NS(=O)(=O)c2ccc(C(=O)NCC(c3cccs3)N3CCOCC3)cc2)cc1 (configuration not stated)
→ -2, -24
- Cc1nc([N+](=O)[O-])c(Br)n1Cc1ccc(Cl)c(Cl)c1
→ -30, 44
